Source: PubChem BioAssay (Emory University Molecular Libraries Screening Center)
14-3-3 PPI = 14-3-3 gamma protein interaction modulation; P61981; FP, 14-3-3gamma / TMR-pS259-Raf peptide binding; inhibition, % at 40 µM; 0.19% of 160,000 active; in the data active = inhibition above about 30%;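 note: 0% = protein plus tracer without compound and 100% = blank with tracer alone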
Target sequence (P61981 whole entry, looked up): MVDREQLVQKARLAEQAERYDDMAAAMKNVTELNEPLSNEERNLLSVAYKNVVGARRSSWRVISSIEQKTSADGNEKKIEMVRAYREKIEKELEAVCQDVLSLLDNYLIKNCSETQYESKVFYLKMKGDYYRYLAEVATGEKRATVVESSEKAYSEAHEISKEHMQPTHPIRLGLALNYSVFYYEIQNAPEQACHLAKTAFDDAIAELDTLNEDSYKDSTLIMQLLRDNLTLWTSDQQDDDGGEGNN
Active calls of the source: *; & = joins results of further samples. This is a subset (hit frequency here may not be typical).

Results for O=C(O)CSc1nc2c(c(=O)[nH]1)CCCC2 ?
14-3-3 PPI: -10

How did COc1cc2c(cc1OC)C(C(=O)NC(C)C)C(c1ccc(SC)cc1)N(C)C2=O (stereo not given) do in these assays?
14-3-3 PPI: -5

What do the screens show for `O=C(COc1cccc(N2C(=O)C3C4CCC(C4)C3C2=O)c1)c1ccc(Cl)cc1` (stereo not given)?
14-3-3 PPI: -9

How did O=C(Cn1cc(C(=O)C(F)(F)F)c2cc(Br)ccc21)N1CCOCC1 do in these assays?
14-3-3 PPI: -3

Results for O=S(NCc1ccccc1)C12CC3CC(CC(C3)C1)C2 (stereo not given) ?
14-3-3 PPI: -5

What do the screens show for `Cc1ccc(S(=O)(=O)N2c3ccccc3-c3ccccc3S2(=O)=O)cc1`?
14-3-3 PPI: -4

Results for Cc1cn(C2CCC(CO)O2)c(=O)[nH]c1=O (stereo not given) ?
14-3-3 PPI: -6

Results for Cc1ccc(C)c(S(=O)(=O)n2c([N+](=O)[O-])cnc2C)c1 ?
14-3-3 PPI: -5

Results for COc1ccc(C2CC(c3ccccc3Cl)Nc3ncnn32)cc1OC (stereo not given) ?
14-3-3 PPI: -1

How did C#Cc1ccc(C(=O)Nc2cc(C(N)=O)ccc2N2CCOCC2)cc1 do in these assays?
14-3-3 PPI: -4

How did COc1ccc(N(CN2C(=O)c3ccccc3C2=O)C(=O)C(C)C)cc1 do in these assays?
14-3-3 PPI: 4

How did O=C1CCCN(c2ccccc2)N1Cc1ccccc1 do in these assays?
14-3-3 PPI: -4

What do the screens show for `CCOC(=O)N1CCC(NC(=O)C2CCN(Cc3nc(-c4ccc(CC)cc4)oc3C)CC2)CC1`?
14-3-3 PPI: -11

How did CN1CCN(C(=O)CSc2c3c(nc4ccccc24)CCCC3)CC1 do in these assays?
14-3-3 PPI: 1

What do the screens show for `Cc1ccc(C)c(S(=O)(=O)Nc2ccc(O)c(Cl)c2)c1`?
14-3-3 PPI: 0

Results for Cc1cc(C)nc(SC2CCCCC2NS(=O)(=O)c2ccc(Cl)cc2)n1 (stereo not given) ?
14-3-3 PPI: -4

Results for Cc1cc(C)cc(OCc2ccc(C(=O)O)o2)c1 ?
14-3-3 PPI: -2

What do the screens show for `NCCC12CC3CC(C1)CC(C(=O)O)(C3)C2`?
14-3-3 PPI: -4

How did Cc1nccn1-c1c2c(c(C#N)c3nc4ccccc4n13)CCC2 do in these assays?
14-3-3 PPI: -6&-20

What do the screens show for `Cc1ccc(Nc2nc(CSc3nnnn3-c3ccccc3)cc(=O)[nH]2)cc1`?
14-3-3 PPI: -2

What do the screens show for `COCCOC(=O)C1=C(C)NC2=C(C(=O)C(C(=O)OC)C(C)C2)C1c1ccc2c(c1)OCO2` (stereo not given)?
14-3-3 PPI: -3

How did CCN(CC)c1nc2ccccc2n2cnnc12 do in these assays?
14-3-3 PPI: -4

Results for O=C(Nc1ccc([N+](=O)[O-])cc1)C1CC(=O)N(c2ccc(Cl)cc2)C1 (stereo not given) ?
14-3-3 PPI: 3

Results for COc1ccc(S(=O)(=O)N2CCC(C(=O)Nc3cc(C(F)(F)F)ccc3Cl)CC2)cc1 ?
14-3-3 PPI: 3

What do the screens show for `COc1cc2c(cc1OC)C(COc1cccc(C(F)(F)F)c1)N(C(=O)c1ccccc1[N+](=O)[O-])CC2` (stereo not given)?
14-3-3 PPI: -11

How did CCN(CCNC(=O)Cn1nc(-c2ccc(Cl)cc2)ccc1=O)c1ccccc1 do in these assays?
14-3-3 PPI: -3

Results for COC(=O)c1ccc(NC(=O)CNc2cc(Cl)ccc2OC)cc1 ?
14-3-3 PPI: -1

How did Cc1ccc(-c2nc(S(=O)(=O)c3ccccc3)c(SCC(=O)NC3CCCCC3)o2)cc1 do in these assays?
14-3-3 PPI: -30

How did CN(c1ccc(Br)cc1)S(=O)(=O)c1ccc2[nH]cc(C(=O)NCc3ccccn3)c(=O)c2c1 do in these assays?
14-3-3 PPI: 147*

How did O=C(NCc1ccccc1)c1ccc2c(=O)n(Cc3ccco3)c(=O)[nH]c2c1 do in these assays?
14-3-3 PPI: -5

What do the screens show for `CCOc1ccccc1C=Nc1sc2c(c1C(N)=O)CCCC2`?
14-3-3 PPI: 2

Results for CCOC(=O)c1ccc2c(c1)C1C=CCC1C(c1ccc(C)cc1)N2 (stereo not given) ?
14-3-3 PPI: -115

How did O=C(NC1CCCCCCCCCCC1)c1ccco1 do in these assays?
14-3-3 PPI: -2

Results for c1ccc(-n2ncc3c(NC4CCCCCC4)ncnc32)cc1 ?
14-3-3 PPI: -5

What do the screens show for `O=C(Nc1ccc(N2CCOCC2)c(Cl)c1)c1ccc(-c2cccc([N+](=O)[O-])c2)o1`?
14-3-3 PPI: -22

What do the screens show for `COc1ccccc1C(=O)CC(=O)C(=O)Nc1cccc([N+](=O)[O-])c1C`?
14-3-3 PPI: -2

Results for C=CCNC(=O)c1c(N)n(-c2ccc3c(c2)OCO3)c2nc3ccccc3nc12 ?
14-3-3 PPI: 1

What do the screens show for `CC(C)CN(C)c1nc(N)c(C(=O)N=C(N)N)nc1Cl`?
14-3-3 PPI: -8

What do the screens show for `CC(C)c1ccc(N2C(=O)C3C4C=CC(C4)C3C2=O)cc1` (stereo not given)?
14-3-3 PPI: -6

Results for O=C(c1ccc(F)cc1)N1CCN(Cc2cccnc2)CC1 ?
14-3-3 PPI: -9

Results for O=c1c2[nH]c3ccccc3c2ncn1Cc1ccccn1 ?
14-3-3 PPI: -4

What do the screens show for `COc1cccc(NC(=O)Cc2c(C(=O)O)[nH]c3ccc(Cl)cc23)c1`?
14-3-3 PPI: -11

What do the screens show for `CCOc1ccc(C2C(C(=O)OC)=C(C)NC(C)=C2C(=O)OC)cc1`?
14-3-3 PPI: 5

How did COc1ccc(C2C3=C(CC(C)(C)CC3=O)Nc3nc(SCc4ccccc4C)[nH]c(=O)c32)cc1 (stereo not given) do in these assays?
14-3-3 PPI: 6

Results for CCOc1ccc(C2CC(=O)C3=C(C2)NC(C)=C(C(=O)OC2CCCC2)C3c2ccc(C)o2)cc1OC (stereo not given) ?
14-3-3 PPI: -2

Grouped by structure: the compounds so far with a COOH group
Results for O=C(O)CSc1nc2c(c(=O)[nH]1)CCCC2 ?
14-3-3 PPI: -10

Results for Cc1cc(C)cc(OCc2ccc(C(=O)O)o2)c1 ?
14-3-3 PPI: -2

What do the screens show for `NCCC12CC3CC(C1)CC(C(=O)O)(C3)C2`?
14-3-3 PPI: -4

What do the screens show for `COc1cccc(NC(=O)Cc2c(C(=O)O)[nH]c3ccc(Cl)cc23)c1`?
14-3-3 PPI: -11

Continued.
What do the screens show for `COc1ccc(CCNC(=O)c2ccc(N3CCCC3=O)cc2)cc1OC`?
14-3-3 PPI: 1

Results for Cc1c(C(=O)Nc2cnc3ccccc3c2)sc2ncn(Cc3ccccc3F)c(=O)c12 ?
14-3-3 PPI: -42

Results for O=C(NCC1COc2ccccc2O1)c1cc(=O)[nH]c2ccc(S(=O)(=O)N3CCCCC3)cc12 (stereo not given) ?
14-3-3 PPI: -1

How did CCn1c(=O)c2cc(C(=O)N3CCCC3)sc2c2ccccc21 do in these assays?
14-3-3 PPI: 2

Results for CCOC(=O)c1ccc2c(c1)sc(=NC(=O)c1ccc(S(=O)(=O)N3CCCCC3)cc1)n2C ?
14-3-3 PPI: 3

What do the screens show for `CC1(C)CC(=O)C(C=NCCCn2ccnc2)=C(O)C1`?
14-3-3 PPI: -2

What do the screens show for `Cc1ccc(N=C2c3ccccc3C(=O)C2[N+](=O)[O-])cc1C` (stereo not given)?
14-3-3 PPI: -23

Results for Cc1ccc(C)c2[nH]c(=O)c(CN(CC3CCCO3)C(=O)NC3CCCCC3)cc12 (stereo not given) ?
14-3-3 PPI: -3

How did CC1CN(CCC(=O)Nc2ccc3c(c2)CCC3)CC(C)O1 (stereo not given) do in these assays?
14-3-3 PPI: -3

How did CC1(C)C2([N+](=O)[O-])CN3CC1([N+](=O)[O-])CN(C2)C3c1ccccc1 (stereo not given) do in these assays?
14-3-3 PPI: 2

What do the screens show for `Cc1ccc(N(CC(=O)N2CCN(C(c3ccccc3)c3ccccc3)CC2)S(=O)(=O)c2ccccc2)cc1C`?
14-3-3 PPI: 3

Results for CCC(C(=O)NC1CCCC1)N(C(=O)c1snc(C(N)=O)c1N)c1ccc2c(c1)OCCO2 (stereo not given) ?
14-3-3 PPI: -1

Results for COc1cc2c(=O)nc3n(c2cc1OC)C(c1ccccc1)N=C(N)N3 (stereo not given) ?
14-3-3 PPI: 8

Results for Cc1nc(N2CCCC2)c2c3c(sc2n1)CCCC3 ?
14-3-3 PPI: 2

Results for CCc1ccccc1NC(=O)c1c(NC(=O)C(C)(C)C)sc2c1CCCC2 ?
14-3-3 PPI: -6

What do the screens show for `CCOC(=O)CCc1c(C)nc(SCC(=O)O)c(C#N)c1C`?
14-3-3 PPI: -2

What do the screens show for `O=C1c2cccc3c(Cl)ccc(c23)C(=O)N1c1ccccc1`?
14-3-3 PPI: -4

What do the screens show for `O=C(CCn1c(=O)sc2ccccc21)NCc1ccccc1`?
14-3-3 PPI: -4

What do the screens show for `COc1ccc(N=Cc2ccc(Cl)c([N+](=O)[O-])c2)cc1OC`?
14-3-3 PPI: -14

Results for O=C(Nc1cccc(S(=O)(=O)C(F)F)c1)c1ccc(S(=O)(=O)N2CCOCC2)cc1 ?
14-3-3 PPI: -6

How did O=C(Nc1ccccc1I)c1cncc(Br)c1 do in these assays?
14-3-3 PPI: 2

What do the screens show for `Cc1ccc(-c2nc3ccc(Br)cn3c2Nc2ccc3c(c2)OCO3)o1`?
14-3-3 PPI: -7

How did COc1ccc(CCNC(=O)c2cnn(-c3ccc(C)c(C)c3)c2NC(=O)c2ccco2)cc1OC do in these assays?
14-3-3 PPI: -5

What do the screens show for `COc1ccc(-n2c(C)c(C(C)=O)c3cc(OC(=O)COc4ccccc4)ccc32)cc1`?
14-3-3 PPI: -1

How did CCCCCn1c(CN2CCN(c3cccc(Cl)c3)CC2)nc2c1c(=O)[nH]c(=O)n2C do in these assays?
14-3-3 PPI: -2

What do the screens show for `CSc1ccc(C2Nc3ccc4ncccc4c3C3=C2C(=O)CCC3)cc1` (stereo not given)?
14-3-3 PPI: 6

How did CC12CCC3c4ccc(O)c(Br)c4CCC3C1CCC2O (stereo not given) do in these assays?
14-3-3 PPI: 3

How did COC(=O)c1ccc(C(=O)OC)c(NC(=O)c2oc(C)nc2C)c1 do in these assays?
14-3-3 PPI: -12

What do the screens show for `Cc1ccc(S(=O)(=O)Nc2cc(C(=O)N3CCN(C)CC3)ccc2N2CCCCC2)cc1`?
14-3-3 PPI: -11

Results for Cc1ccc(N2C(=O)c3cc(N4CCOCC4)c([N+](=O)[O-])cc3C2=O)cc1 ?
14-3-3 PPI: -8

Results for O=C(Nc1cccc(Cl)c1)c1cc(S(=O)(=O)N2CCCCC2)ccc1F ?
14-3-3 PPI: -3

How did Cc1cc2c(=O)n(Cc3ccco3)c(SCC(=O)NCc3ccco3)nc2s1 do in these assays?
14-3-3 PPI: -12

Results for CC1Cc2ccccc2N1C(=O)C1CCCN(S(=O)(=O)c2cccc3cccnc23)C1 (stereo not given) ?
14-3-3 PPI: -23

What do the screens show for `O=C(Nc1ccc(O)c(-c2nc3ccccc3o2)c1)c1ccccc1F`?
14-3-3 PPI: -61

What do the screens show for `Cn1c(=O)c2c(nc(SCC(=O)Nc3ccc4c(c3)OCO4)n2Cc2cccc(Cl)c2)n(C)c1=O`?
14-3-3 PPI: -48

What do the screens show for `Cn1c(=O)c2c(nc3n(-c4cccc(Cl)c4)c(-c4ccc(F)cc4)cn23)n(C)c1=O`?
14-3-3 PPI: -4

Results for Cc1c(Cl)cccc1NC(=O)c1sc2ncn(CC(=O)N3CCOCC3)c(=O)c2c1C ?
14-3-3 PPI: 7

How did COc1cc2c(cc1OC)C(c1ccccc1O)N(C1CC(=O)N(c3ccccc3)C1=O)CC2 (stereo not given) do in these assays?
14-3-3 PPI: -1

Results for COc1cccc(C2CC(c3cccs3)=NN2C(=O)CSc2nc3ccccc3o2)c1OC (stereo not given) ?
14-3-3 PPI: -5

How did O=C(c1ccccc1)c1ccc(CSc2ncn[nH]2)cc1 do in these assays?
14-3-3 PPI: -4

Results for CCCOC(=O)C1=C(C)NC2=C(C(=O)C(C(=O)OC)C(C)C2)C1c1ccccc1Br (stereo not given) ?
14-3-3 PPI: -3

What do the screens show for `COc1ccc(C2C(C(=O)OC(C)C)=C(C)NC3=C2C(=O)CC(c2ccccc2)C3)cc1OC` (stereo not given)?
14-3-3 PPI: 0

Results for O=[N+]([O-])c1cccc(CSc2nc3ccccc3n2S(=O)(=O)c2ccccc2)c1 ?
14-3-3 PPI: -7

How did COc1cccc(/C=N/n2c(CO)nc3ccccc32)c1OC do in these assays?
14-3-3 PPI: 4

Results for CC(=O)N1CCCc2cc(S(=O)(=O)N(C)Cc3ccccc3)ccc21 ?
14-3-3 PPI: -9

Six compounds already listed, sorted by molecular weight, lowest first:
What do the screens show for `O=C(Nc1ccc(O)c(-c2nc3ccccc3o2)c1)c1ccccc1F`?
14-3-3 PPI: -61

Results for O=C(Nc1cccc(Cl)c1)c1cc(S(=O)(=O)N2CCCCC2)ccc1F ?
14-3-3 PPI: -3

How did Cc1cc2c(=O)n(Cc3ccco3)c(SCC(=O)NCc3ccco3)nc2s1 do in these assays?
14-3-3 PPI: -12

What do the screens show for `Cn1c(=O)c2c(nc3n(-c4cccc(Cl)c4)c(-c4ccc(F)cc4)cn23)n(C)c1=O`?
14-3-3 PPI: -4

Results for CC1Cc2ccccc2N1C(=O)C1CCCN(S(=O)(=O)c2cccc3cccnc23)C1 (stereo not given) ?
14-3-3 PPI: -23

How did COc1cc2c(cc1OC)C(c1ccccc1O)N(C1CC(=O)N(c3ccccc3)C1=O)CC2 (stereo not given) do in these assays?
14-3-3 PPI: -1

(cont.)
Results for COc1ccc(CCn2c(=N)c(C#N)cc3c(=O)n4ccccc4nc32)cc1 ?
14-3-3 PPI: 14

Results for CCc1c(C(=O)Nc2ccc(OC)cc2)[nH]c(C)c1C(C)=O ?
14-3-3 PPI: -5

How did N#Cc1c(N=Cc2cccn2-c2ccc(S(N)(=O)=O)cc2)sc2c1CCCC2 do in these assays?
14-3-3 PPI: -136

How did O=C(NCCN1CCOCC1)c1cc(=O)[nH]c2ccc(Br)cc12 do in these assays?
14-3-3 PPI: -3&6

Results for CC1(C)NC(=O)N(CNc2cc(Cl)ccc2Cl)C1=O ?
14-3-3 PPI: -7

What do the screens show for `Fc1ccc(C2=Nn3c(nnc3-c3ccccc3Cl)SC2)cc1`?
14-3-3 PPI: 1
